Bioassay records as filed in PubChem BioAssay.
ERK EGF block: EGF-driven ERK pathway inhibition | AID 1454 | Potency, µM (doses to about 11.5 µM), inactives show top-dose activity change, negative = inhibition, actives largely listed as inhibitors | HEK293-V1b, EGF-stimulated phospho-ERK AlphaScreen | 0.41% of 130,000 active; active = well fitted inhibition curve with a large enough effect; inconclusive = small, poorly fitted or top-dose-only effect, or effect the other way;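 also: plate controls were stimulated vehicle wells for no effect and unstimulated vehicle basal for full effect; nearly all actives have a fitted effect of over 55% in size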
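Stably V1b-transfected HEK293 cells; 30 min compound, then EGF 25 nM final for 5 min at 37C; 10 min lysis; phospho-ERK by AlphaScreen after 5 hr beads at room temperature.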
* = called active by the depositor; & = joins results of further samples; [ ] = remark or other dose. Potency is read from the fitted curve at half-maximal effect. These rows are one share of the data (hit frequency here may not be typical).

Screening c1ccc(-c2nc(-c3cccc4ccccc34)c(Nc3ccc4ccccc4c3)o2)cc1 returned ERK EGF block 0%.
`COc1cc(/C=N/n2c(-c3ccccc3)n[nH]c2=S)cc(OC)c1O` gave ERK EGF block 5%[57.5 µM].
`CCOc1ccc(N(C)S(=O)(=O)c2ccc(C)c(C(=O)OCC(=O)c3c[nH]c4ccccc34)c2)cc1` gave ERK EGF block 7%.
Screening CCOC(=O)c1c(NC(=O)CCl)sc(CN(C)C)c1-c1ccccc1 returned ERK EGF block -14%.
OCC1(Cc2ccccc2)CCN(Cc2cnn(-c3ccccc3F)c2)CC1 was read as ERK EGF block -8%.
`CCN1CCN(C(=O)NC(c2ccc(C)c(F)c2)C(Cl)Cl)CC1` (stereo not drawn) gave ERK EGF block 1%.
For Cc1ccc(-c2cc(C(=O)N/N=C/C=C/c3ccccc3)n[nH]2)o1 the results were ERK EGF block 4%.
For Cc1ccc(NC(=O)CN2C(=O)N/C(=C/c3cc(C)n(-c4ccc(C(=O)O)cc4)c3C)C2=O)cc1 the results were ERK EGF block -15%.
`[O-]/C(=C(\C(=S)Nc1ccccc1F)[n+]1ccccc1)c1ccc(-c2ccccc2)cc1` gave ERK EGF block -11%.
For CCn1c(=O)c2cc(C(=O)N3CCN(C(=O)c4ccco4)CC3)sc2c2ccccc21 the results were ERK EGF block 4%[57.5 µM].
`O=C(CN1CCN(Cc2ccccc2F)C1=O)NC1CCCC1` gave ERK EGF block 8%.
OCC1(Cc2cccc(F)c2)CCN(Cc2cccc3nccnc23)CC1 was read as ERK EGF block -11%.

As a short view, some entries already given.
`O=C(CN1CCN(Cc2ccccc2F)C1=O)NC1CCCC1` gave ERK EGF block 8%.
OCC1(Cc2cccc(F)c2)CCN(Cc2cccc3nccnc23)CC1 was read as ERK EGF block -11%.

(next part)
`Cc1ccc(OCC(=O)NC2CCCc3ccccc32)c(C)c1` (stereo not drawn) gave ERK EGF block 8%.
For CCCCNC(=O)COC(=O)c1ccccc1F the results were ERK EGF block -8%[57.5 µM].
Cn1nnnc1SCC(=O)Nc1ccc(S(=O)(=O)N2CCOCC2)cc1 was read as ERK EGF block 5%[57.5 µM].
COc1ccc2c(c1OC)C(=O)OC2Nc1nc(-c2cc3cc(Br)ccc3oc2=O)cs1 (stereo not drawn) was read as ERK EGF block -1%[57.5 µM].
`Cc1ccc(C)c(-n2c(SCC(=O)N3CCC(C(=O)O)CC3)nnc2-c2cccc(Cl)c2)c1` gave ERK EGF block -2%.
For CC1(C)CC(=O)C(C=NCCN2CCN(C3CC(=O)N(c4ccc(Cl)c(Cl)c4)C3=O)CC2)=C(O)C1 (stereo not drawn) the results were ERK EGF block 0%.
Screening Cc1ccc(Cn2c(/C=C/c3ccco3)nc3ccccc32)cc1 returned ERK EGF block 2%.
Cc1ccc(-n2[nH]c(C)c(/C=N/N3C(=O)c4cccc5cccc(c45)C3=O)c2=O)cc1 was read as ERK EGF block 2%.
For C=CCN(CC=C)C(=O)Cn1cnc([N+](=O)[O-])n1 the results were ERK EGF block 11%.
For CC(C)(C)c1ccc(/C=C/C(=O)Nc2ccc3c(c2)OCCO3)cc1 the results were ERK EGF block 1%.
Screening Cc1cc(C(=O)N/N=C/c2cc(Cl)cc([N+](=O)[O-])c2O)c2ccccc2n1 returned ERK EGF block -1%.
Cc1ccc(-n2ncc3c(N4CCCC4)ncnc32)c(C)c1 was read as ERK EGF block 8%[57.5 µM].
For CC(C)[C@H](NC(=O)c1ccccc1Cl)C(=O)OCc1cc(=O)n2cc(Br)ccc2n1 the results were ERK EGF block 15%.
Screening COc1ccccc1-n1cc(CN2CCN(C3CCCCC3)C(CCO)C2)cn1 (stereo not drawn) returned ERK EGF block 0%.
For O=C(OCC(=O)N1CCCC1)c1ccc(S(=O)(=O)N2CCOCC2)cc1 the results were ERK EGF block 1%.
O=C(CSc1nc2ccccc2s1)Nc1ccc(Cl)c(S(=O)(=O)N2CCOCC2)c1 was read as ERK EGF block 4%.
`Cc1ccc2nc(C)cc(Cl)c2c1` gave ERK EGF block -2%.
Screening NC(=O)Cc1nc(-c2ccc([N+](=O)[O-])cc2)cs1 returned ERK EGF block -2%.
`CCN(CC(=O)NCc1ccccc1Cl)CC(=O)Nc1c(F)cccc1F` gave ERK EGF block -2%[57.5 µM].
`CCO[C@@H]1OC(C(=O)NCc2ccccc2)=C[C@H](c2csc3ccccc23)[C@H]1CCCO` gave ERK EGF block -1%[57.5 µM].
For O=C1NC[C@H](Cc2ccc(O)cc2)N(CCc2cccc3ccccc23)C1=O the results were ERK EGF block -3%[57.5 µM].
`Cn1c([N+](=O)[O-])cnc1COC(N)=O` gave ERK EGF block 12%.
Screening OCc1cc(C(O)CNCCCCCCOCCCCc2ccccc2)ccc1O (stereo not drawn) returned ERK EGF block 7%.
`CN(C)S(=O)(=O)c1ccc(Cl)c(NC(=O)COC(=O)/C=C/c2ccco2)c1` gave ERK EGF block -3%.
Cc1ccc(S(=O)(=O)n2ccc3cccnc32)cc1 was read as ERK EGF block 4%.
Cn1cc(C(=O)NCc2ccccc2F)cn1 was read as ERK EGF block 7%.
CCCn1c(-c2ccc(F)cc2)nc2c(NCCN3CCOCC3)nc(C)nc21 was read as ERK EGF block -12%.
For CCOC(=O)c1cc2c(nc1N)CC(C)(CC)OC2 (stereo not drawn) the results were ERK EGF block 2%[57.5 µM].
COc1ccc(/C=C2/SC(=O)NC2=O)cc1 was read as ERK EGF block -2%.
`Cc1ccc(C(=O)O/N=C/c2c(C)nn(C)c2Cl)cc1` gave ERK EGF block 2%.
O=C(N/N=C\C=C\c1ccco1)c1cc(-c2ccc3ccccc3c2)n[nH]1 was read as ERK EGF block 4%.
Screening O=C(O)c1cc(-c2cccnc2)nc2ccccc12 returned ERK EGF block -9%[57.5 µM].
`O=C1CC(Cc2ccccc2)C(=O)N1c1ncccn1` (stereo not drawn) gave ERK EGF block 9%.
For CCC(C)NCCOc1ccc(C)cc1[N+](=O)[O-] (stereo not drawn) the results were ERK EGF block 1%.
CC(C)(C)C(=O)Cn1ncc(Cl)c(Cl)c1=O was read as ERK EGF block 0%.
`O=[N+]([O-])c1ccccc1S(=O)(=O)N1CCN(Cc2ccc3c(c2)OCO3)CC1` gave ERK EGF block -7%.
Screening CCOc1ccc(N2C(=O)S/C(=C\c3cccn3C)C2=O)cc1 returned ERK EGF block -1%.
O=C(Nc1ccccc1F)c1ccc(Cn2cc(Br)cn2)cc1 was read as ERK EGF block 0%.
For Cc1ccc(CSCCNC(=O)c2ccc(NS(C)(=O)=O)cc2)cc1 the results were ERK EGF block -3%.
For O=C(NNC(=O)C12CC3CC(CC(C3)C1)C2)c1ccccn1 the results were ERK EGF block -10%[57.5 µM].
COc1ccccc1CNC(=O)C1CCC(CNc2c(N3CCC(C)CC3)c(=O)c2=O)CC1 (stereo not drawn) was read as ERK EGF block 1%[57.5 µM].
Screening CCOC(CNC(=O)c1ccc(N2CCc3ccccc32)c([N+](=O)[O-])c1)OCC returned ERK EGF block inconclusive.
CCOC(=O)c1sc(NC(=O)CSc2nc3c(c(=O)n2-c2ccc(F)cc2)SCC3)c(C(=O)OCC)c1C was read as ERK EGF block 3%.
For CCN1CCN(C(=S)Nc2ccc3nc(N4CCN(C)CC4)cc(C)c3c2)CC1 the results were ERK EGF block -6%.
`O=S1(=O)CCC(NC(=S)SCc2ccccc2Br)C1` (stereo not drawn) gave ERK EGF block 0%.
`COc1ccc(NC(=O)c2ccc(-c3ccc(-c4noc(C)n4)cc3C)cc2)cc1N1CCN(C)CC1` gave ERK EGF block 10%&1%.
For CC1CCCN(c2ccc(C(=O)NCc3cccs3)cn2)C1 (stereo not drawn) the results were ERK EGF block 1%.
Screening Cc1cc(=O)oc2cc(OCC(=O)NCC3CCCO3)ccc12 (stereo not drawn) returned ERK EGF block 0%.
`C#CCOCCOCCOCCNc1nc(N2CCN(C(=O)[C@H]([C@@H](C)CC)n3cc([C@@H](N)CC(C)C)nn3)CC2)nc(N2CCN(C(=O)[C@H](CCCCN)n3cc([C@@H](N)CC(C)C)nn3)CC2)n1` gave ERK EGF block -16%[57.5 µM].
Screening CC(Cc1cccs1)NC(=O)Nc1ccc([N+](=O)[O-])cc1 (stereo not drawn) returned ERK EGF block -5%.
For CCCCCCCC(=O)N/N=C(\C)c1ccc(O)cc1O the results were ERK EGF block -5%.
CC1=Nn2c(nc3sc4c(c3c2=O)CCCC4)SC1 was read as ERK EGF block 0%.
`Cc1ccc(NC(=O)N2CCCC2C(=O)NCc2cccs2)cc1` (stereo not drawn) gave ERK EGF block inconclusive.
Screening Cn1cccc1/C=N\NC(=O)Cc1ccc(Br)c2ccccc12 returned ERK EGF block 0%.
Screening c1ccc(C(c2ccccc2)c2noc(CN3CCN(C4CCCC4)CC3)n2)cc1 returned ERK EGF block -6%.
`CCOC(=O)c1[nH]c2cc3c(cc2c1NC(=O)CN1CCN(CCO)CC1)OCO3` gave ERK EGF block -7%[57.5 µM].
Screening CN1CC(C(=O)O)Cc2c1ccc1ccccc21 (stereo not drawn) returned ERK EGF block -12%[57.5 µM].
O=C1c2ccccc2C(=O)C1c1ccccn1 was read as ERK EGF block -14%[57.5 µM].
O=C(CCn1c(=O)[nH]c2ccccc2c1=O)N1CC=C(c2ccccc2)CC1 was read as ERK EGF block 7%[57.5 µM].
COCCNC(=S)N/N=C/c1ccc(N2CCOCC2)cc1 was read as ERK EGF block 11%.
Screening O=C(c1ccc([N+](=O)[O-])cc1)N1CCN(Cc2ccccc2[N+](=O)[O-])CC1 returned ERK EGF block 1%.
`O=C(CCCCn1c(=O)[nH]c2ccsc2c1=O)NCc1cccnc1` gave ERK EGF block -4%.
CC1CCN(CCCCOc2ccccc2Br)CC1 was read as ERK EGF block -4%.
`CCCCn1c(NCc2cccs2)nc2ccccc21` gave ERK EGF block -13%.
O=C(NCCc1ccccn1)c1cc(-c2ccccc2Cl)nc2ccccc12 was read as ERK EGF block 4%.
For CCOC(=O)c1sc2nc(C)nc(SCC(=O)NC(C)CCc3ccccc3)c2c1C (stereo not drawn) the results were ERK EGF block 2%.
Screening O=C(CN1CCCc2ccccc21)NC(=O)NC1CCCCC1 returned ERK EGF block 9%.
`O=C(Cc1nnc(NC(=O)Nc2ccccc2F)s1)NCc1ccccc1` gave ERK EGF block 3%[57.5 µM].
`CCC(C)NC(=O)CC(NS(=O)(=O)c1ccc(NC(C)=O)cc1)C(C)C` (stereo not drawn) gave ERK EGF block -8%.
For O=C(COc1ccc2ccccc2c1)N/N=C/C1CC=CCC1 (stereo not drawn) the results were ERK EGF block -5%.
Screening CC12CC(c3ccccc3O1)C(/C(N)=N/NC(=O)c1ccc(F)cc1)C(=O)N2 (stereo not drawn) returned ERK EGF block 3%.
`COc1ccc(Br)cc1C(=O)Nc1cccc(C)c1C` gave ERK EGF block 2%.

Some of these compounds in order of count of non-hydrogen atoms, smallest number first:
O=C1c2ccccc2C(=O)C1c1ccccn1 was read as ERK EGF block -14%[57.5 µM].
Screening CN1CC(C(=O)O)Cc2c1ccc1ccccc21 (stereo not drawn) returned ERK EGF block -12%[57.5 µM].
CC1=Nn2c(nc3sc4c(c3c2=O)CCCC4)SC1 was read as ERK EGF block 0%.
`CCCCn1c(NCc2cccs2)nc2ccccc21` gave ERK EGF block -13%.
COCCNC(=S)N/N=C/c1ccc(N2CCOCC2)cc1 was read as ERK EGF block 11%.
Screening O=C(CN1CCCc2ccccc21)NC(=O)NC1CCCCC1 returned ERK EGF block 9%.
`Cc1ccc(NC(=O)N2CCCC2C(=O)NCc2cccs2)cc1` (stereo not drawn) gave ERK EGF block inconclusive.
`O=C(CCCCn1c(=O)[nH]c2ccsc2c1=O)NCc1cccnc1` gave ERK EGF block -4%.
`CCC(C)NC(=O)CC(NS(=O)(=O)c1ccc(NC(C)=O)cc1)C(C)C` (stereo not drawn) gave ERK EGF block -8%.
`O=C(Cc1nnc(NC(=O)Nc2ccccc2F)s1)NCc1ccccc1` gave ERK EGF block 3%[57.5 µM].
O=C(NCCc1ccccn1)c1cc(-c2ccccc2Cl)nc2ccccc12 was read as ERK EGF block 4%.
`CCOC(=O)c1[nH]c2cc3c(cc2c1NC(=O)CN1CCN(CCO)CC1)OCO3` gave ERK EGF block -7%[57.5 µM].
For CCOC(=O)c1sc2nc(C)nc(SCC(=O)NC(C)CCc3ccccc3)c2c1C (stereo not drawn) the results were ERK EGF block 2%.

The results go on.
Cc1ccc(CN2CCN(Cc3ccc(-n4cccn4)cc3)CC2CCO)cc1 (stereo not drawn) was read as ERK EGF block -2%.
Screening CC(C)(C)c1ccc(/C=N/Nc2cccc(C(=O)O)c2)cc1 returned ERK EGF block -6%.
For O=[N+]([O-])C(=C1Nc2ccccc2N1)/C(Cl)=C(/Cl)Br the results were ERK EGF block -8%.
Screening CCC(=O)Nc1cccc(C(=O)Nc2nccs2)c1 returned ERK EGF block -9%.
CN(C)S(=O)(=O)c1cccc(NC(=O)COC(=O)/C=C/c2ccc([N+](=O)[O-])cc2)c1 was read as ERK EGF block 8%.
Screening Cc1cc(S(=O)(=O)Nc2cccc(Cl)c2)c(C)s1 returned ERK EGF block -1%.
`Cc1ccc(CN2CCNC(=O)C2CC(=O)N2CCN(c3ncccn3)CC2)o1` (stereo not drawn) gave ERK EGF block 5%.
`CN1CCN(c2nc3c(c(=O)n(C)c(=O)n3C)n2CCSc2nnnn2-c2ccccc2)CC1` gave ERK EGF block 2%[57.5 µM].
`CNC(=S)N1CCC(c2nc3ccccc3s2)CC1` gave ERK EGF block 2%.
Screening COc1ccc(C)cc1NC(=O)c1ccc([N+](=O)[O-])cc1[N+](=O)[O-] returned ERK EGF block 2%.
